From PubChem
T cruzi growth = T. cruzi intracellular proliferation inhibitors, primary screen, cell-based, beta-gal Tulahuen parasites, NIH3T3 host, luminescence. AID 624255, 2012. T. cruzi beta-gal in NIH3T3, GalScreen luminescence, 90 h. inhibition, % at 8.34 µM. actives 5.9% (n = 77,000);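 active means mean inhibition above about 93%, with at least 55% of replicates each passing it, limit read from the data, passing the limit was not always enough; inconclusive means only one of those two conditions holds; inactive means neither condition holds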
C diff growth = C. difficile growth inhibitors, primary screen, HTS; Clostridium difficile clinical isolate growth, OD600, 24 h; hits give low values; growth activity, negative = inhibition, % at 16 µg/mL (by protocol); actives 0.25% (n = 86,000); AID 1259249, 2017;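 active means mean growth activity at or below -80% and every replicate also at or below -80%; inconclusive means mean at or below -80% but some replicate above -80%; inactive means mean growth activity above -80%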;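 further: 0% = DMSO wells and -100% = levofloxacin 16 µg/mL wells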
KDM4C inh = inhibitors of GASC-1 (KDM4C) histone demethylase, primary screen, biochemical, single concentration HTS; Lysine-specific demethylase 4C (Homo sapiens), Q9H3R0; GST-KDM4C 2-372, H3K9me3 peptide, LANCE TR-FRET; inhibition, % at 12.5 µM; actives 0.15% (n = 96,000);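 active means mean replicate inhibition above about 25%, with at least 55% of replicates also reaching it, limit read from the data, passing the limit was not always enough; inconclusive means only one of those two conditions met; inactive means neither condition met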
Target sequence (Q9H3R0 2-372 limits assumed): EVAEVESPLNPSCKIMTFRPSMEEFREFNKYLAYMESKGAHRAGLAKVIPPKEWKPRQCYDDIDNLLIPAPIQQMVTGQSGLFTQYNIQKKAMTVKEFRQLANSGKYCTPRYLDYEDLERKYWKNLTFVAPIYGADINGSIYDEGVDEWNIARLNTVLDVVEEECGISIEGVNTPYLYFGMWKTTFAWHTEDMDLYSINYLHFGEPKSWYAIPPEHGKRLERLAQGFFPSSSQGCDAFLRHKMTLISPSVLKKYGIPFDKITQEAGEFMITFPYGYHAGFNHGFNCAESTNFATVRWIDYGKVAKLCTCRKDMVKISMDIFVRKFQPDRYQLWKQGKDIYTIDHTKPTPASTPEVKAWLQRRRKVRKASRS
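System – N-terminal GST-fused human GASC-1 (KDM4C) fragment, residues 2-372 · Input – enzyme final amount 10 nM · Technique – LANCE TR-FRET, Eu antibody, ULight-streptavidin, EDTA, ex 340 nm, em 618/671 nm · Medium – HEPES buffer, pH 7.5, plus ascorbate · Incubation – enzyme reaction 30 min, then detection 60 min, both room temperature · Reagent – H3K9me3 peptide with Fe(II)/2OG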
Pf Dd2 inh = P. falciparum Dd2 growth inhibitors, primary screen, SYBR Green fluorescence, single dose replicates; 72 h; hits give low values; activity change, % at 10 µM; actives 2.3% (n = 94,000); AID 1159554, 2015; in the data active means activity change below about -80%; inconclusive means no clear call, values can overlap the other calls
Numbers without * were called inactive; ? = inconclusive; · = not tested or not shown; & = joins results of further samples; ! = not confirmed by another sample.

SMILES	T cruzi growth	C diff growth	KDM4C inh	Pf Dd2 inh
CCNC(=O)C[C@@H]1C=C[C@H](NS(=O)(=O)c2ccc(C)cc2)[C@@H](CO)O1	48	1	-1.2	14
COc1ccc(NC(=O)N[C@@H]2CC[C@@H](CCn3cc(-c4ccc(F)cc4)nn3)O[C@@H]2CO)cc1	·	-4	2.5	-18
CCN(C[C@@H]1[C@@H](c2ccccc2)[C@@H](CO)N1C(C)=O)C(=O)NC1CCCC1	17	3	0.8	-10
C[C@@H]1CN([C@H](C)CO)S(=O)(=O)c2ccc(C3=CCCCC3)cc2O[C@@H]1CN(C)C(=O)C1CCCCC1	127*	-11	-1.6	-47
C[C@@H]1CN([C@@H](C)CO)C(=O)c2cc(-c3ccccc3F)cnc2O[C@H]1CN(C)Cc1cccc(F)c1	·	-4&1	0.3	-36&-24
C[C@@H]1CN([C@H](C)CO)C(=O)c2cc(NS(=O)(=O)c3ccc(F)cc3)ccc2O[C@@H]1CN(C)Cc1ccc(Oc2ccccc2)cc1	66	5	-1.4	-4
O=C(Nc1ccccc1)N[C@H]1CC[C@H](CCn2cc(-c3ccccc3F)nn2)O[C@H]1CO	·	1	1.1	22
Cc1nc(N2[C@H](CO)[C@H](c3ccccc3)[C@H]2CNCC2CCC2)sc1C	·	8	-3.9	-90*
O=C(NC1CCC1)[C@@H]1[C@@H](CO)[C@@H]2Cn3c(ccc(-c4cncnc4)c3=O)[C@@H]2N1C(=O)NC1CCCC1	43	1	0.4	6
C[C@H]1CN([C@@H](C)CO)C(=O)c2cccc(NC(=O)Nc3ccccc3)c2O[C@H]1CN(C)S(=O)(=O)c1cccs1	36	·	-2.6	19
C[C@@H]1CN([C@@H](C)CO)C(=O)c2cc(NC(=O)NC3CCCCC3)ccc2O[C@@H]1CN(C)S(=O)(=O)c1ccc(Cl)cc1	56	-6	0.0	-2
C[C@H](CO)N1C[C@H](C)[C@@H](CN(C)C(=O)Cc2ccccc2)OCCCC[C@H](C)Oc2ccc(NC(=O)C3CCCCC3)cc2C1=O	36	-11	0.4	28
CN1c2ccc(-c3ccc(C#N)cc3)cc2[C@@H]2[C@@H](CCN2C(=O)Nc2cccc(F)c2)[C@@H]1CO	27	-1	-2.0	5
COc1ccc(S(=O)(=O)N[C@@H]2CC[C@H](CCn3cc(-c4cccc(F)c4)nn3)O[C@@H]2CO)cc1	-7	-3	-1.7	-37
Cc1noc(C)c1S(=O)(=O)Nc1ccc2c(c1)CC(=O)N([C@@H](C)CO)C[C@H](C)[C@H](CN(C)S(=O)(=O)c1ccc(Cl)cc1)O2	36	18	-0.5	-45
COc1ccc(NC(=O)N(C)C[C@H]2OCc3ccccc3-c3c(n(C)c4ccccc34)C(=O)N([C@H](C)CO)C[C@@H]2C)cc1	56	·	-1.2	-79
C[C@H]1CN([C@@H](C)CO)S(=O)(=O)c2ccc(-c3ccncc3)cc2O[C@@H]1CN(C)S(C)(=O)=O	25	-1	0.4	-9
C[C@@H]1CN([C@H](C)CO)C(=O)c2cccc(NC(=O)CCCCCC(=O)Nc3ccccc3N)c2O[C@H]1CN(C)S(=O)(=O)c1ccc(Cl)cc1	92	-6	-0.4	-80
O=C(NC1CCCC1)N1CC2(C1)[C@H](c1ccccc1)[C@H](CO)N2CC1CCCC1	·	-2	-0.3	-3
C[C@@H](NC(=O)C[C@H]1C[C@H]2c3cc(NS(=O)(=O)c4ccc(F)cc4)ccc3O[C@H]2[C@H](CO)O1)c1ccccc1	69	-14	1.3	-35
COc1ccccc1CNC(=O)C[C@@H]1C[C@@H]2c3cc(NC(=O)c4ccc5c(c4)OCO5)ccc3O[C@@H]2[C@@H](CO)O1	36	8	-0.5	-22
COc1ccc(S(=O)(=O)Nc2ccc3c(c2)C(=O)N([C@@H](C)CO)C[C@@H](C)[C@H](CN(C)C(=O)Nc2ccc(C(F)(F)F)cc2)OCCCC[C@H](C)O3)cc1	79	-5	0.0	-68
COc1ccccc1-c1ccccc1[C@@H]1[C@@H](C#N)N(C(=O)C2CCOCC2)[C@H]1CO	·	-2	0.0	3
C[C@H]1CN([C@@H](C)CO)C(=O)c2cc(NS(=O)(=O)c3ccccc3)ccc2O[C@@H]1CN(C)C(=O)Nc1ccc2c(c1)OCO2	-10	3	2.2	42
CNC[C@H]1OCCCC[C@H](C)Oc2ccc(NS(C)(=O)=O)cc2C(=O)N([C@H](C)CO)C[C@@H]1C	4	2	0.7	-9
C[C@H](CO)N1C[C@H](C)[C@@H](CN(C)C(=O)Nc2ccccc2)OCCCC[C@H](C)Oc2ccc(NC(=O)Nc3ccccc3)cc2C1=O	102*	-3	-1.9	-20
Cc1noc(C)c1NC(=O)Nc1ccc2c(c1)C(=O)N([C@@H](C)CO)C[C@@H](C)[C@H](CN(C)Cc1ccccc1)O2	-30	-1	1.0	9
COc1ccccc1NC(=O)N1CC(=O)N2[C@H](C1)[C@@H](c1ccc(C#Cc3ccccc3)cc1)[C@@H]2CO	·	0	-2.0	-11
Cc1noc(C)c1S(=O)(=O)Nc1ccc2c(c1)CC(=O)N([C@@H](C)CO)C[C@H](C)[C@@H](CN(C)S(=O)(=O)c1cccs1)O2	21	-1	0.5	-18
O=C(NCC[C@H]1CC[C@H](NC(=O)c2cccnc2)[C@H](CO)O1)Nc1ccc(Cl)cc1	-2	5	-1.7	8
CC(C)NC(=O)Nc1ccc2c(c1)C(=O)N([C@@H](C)CO)C[C@H](C)[C@@H](CN(C)C(=O)NC(C)C)O2	31	-1	1.5	1
CC(C)NC(=O)Nc1ccc2c(c1)CC(=O)N([C@@H](C)CO)C[C@H](C)[C@@H](CN(C)Cc1ccncc1)O2	·	-2	-1.5	2
CO[C@@H](CN(C)C(=O)C1CCOCC1)[C@@H](C)CN([C@H](C)CO)S(=O)(=O)c1ccccc1	22	·	0.5	-23
CO[C@H]1CN(C)C(=O)c2ccc(NC(=O)Nc3cc(F)ccc3F)cc2OC[C@@H](C)N(C)C[C@H]1C	36	·	1.3	-79
CCNC(=O)C[C@@H]1CC[C@H]2[C@@H](COc3ccc(NC(=O)c4ccc(C(F)(F)F)cc4)cc3C(=O)N2C)O1	-3	5	-0.7	1
C[C@@H]1CN([C@H](C)CO)C(=O)c2cc(-c3ccc(C#N)cc3)cnc2O[C@H]1CN(C)C(=O)CC1CC1	-20	-1	-2.2	-13
O=C(CCN1CCCCC1)NCC[C@@H]1CC[C@H](NS(=O)(=O)c2cccc(Cl)c2)[C@@H](CO)O1	-1	·	-2.2	17
C[C@@H]1CN([C@@H](C)CO)C(=O)c2cc(NC(=O)Cn3cnnn3)ccc2O[C@@H]1CN(C)S(=O)(=O)c1cn(C)cn1	-47	·	4.3	23
CO[C@@H]1CN(C)C(=O)c2ccc(NS(C)(=O)=O)cc2OC[C@H](C)N(CC2CCCCC2)C[C@H]1C	-6	·	7.4	8
CO[C@H]1CN(C)C(=O)c2cc(NC(=O)C3CC3)ccc2OC[C@H](C)N(CCc2ccccc2)C[C@@H]1C	27	-1	1.6	-43

Two of these compounds, set out differently.
mol | T cruzi growth | C diff growth | KDM4C inh | Pf Dd2 inh
COc1ccc(S(=O)(=O)Nc2ccc3c(c2)C(=O)N([C@@H](C)CO)C[C@@H](C)[C@H](CN(C)C(=O)Nc2ccc(C(F)(F)F)cc2)OCCCC[C@H](C)O3)cc1 | 79 | -5 | 0.0 | -68
COc1ccccc1-c1ccccc1[C@@H]1[C@@H](C#N)N(C(=O)C2CCOCC2)[C@H]1CO | · | -2 | 0.0 | 3

Entries of single compounds from above. Screens in order: T cruzi growth | C diff growth | KDM4C inh | Pf Dd2 inh
CC(C)NC(=O)Nc1ccc2c(c1)C(=O)N([C@@H](C)CO)C[C@H](C)[C@@H](CN(C)C(=O)NC(C)C)O2 reads 31 | -1 | 1.5 | 1
COc1ccccc1CNC(=O)C[C@@H]1C[C@@H]2c3cc(NC(=O)c4ccc5c(c4)OCO5)ccc3O[C@@H]2[C@@H](CO)O1 reads 36 | 8 | -0.5 | -22
O=C(CCN1CCCCC1)NCC[C@@H]1CC[C@H](NS(=O)(=O)c2cccc(Cl)c2)[C@@H](CO)O1 reads -1 | · | -2.2 | 17

Following part:
SMILES	T cruzi growth	C diff growth	KDM4C inh	Pf Dd2 inh
CCNC(=O)[C@@H]1[C@@H](CO)[C@@H]2Cn3c(ccc(C4=CCCCC4)c3=O)[C@@H]2N1C(=O)c1cnccn1	82	-4	0.3	-42
C[C@@H]1CCCCO[C@@H](CN(C)Cc2ccc(Cl)c(Cl)c2)[C@H](C)CN([C@@H](C)CO)C(=O)c2cc(NS(=O)(=O)c3cccs3)ccc2O1	?	-2	-0.7	-52
O=C(C[C@H]1C=C[C@H](NS(=O)(=O)c2ccccc2)[C@H](CO)O1)N1CCN(c2ccccc2)CC1	·	0	12	33
Cc1ccc(-c2ccc([C@H]3[C@H](CO)N4C(=O)CN(C(=O)CN5CCOCC5)C[C@@H]34)cc2)cc1	·	-12	-1.1	-30
CCNC(=O)[C@H]1[C@H](CO)[C@H]2Cn3c(ccc(-c4ccc(OC)cc4)c3=O)[C@@H]1N2S(C)(=O)=O	-9	-4	0.0	16
O=C(C[C@H]1CC[C@@H]2[C@H](COC[C@H](O)CN2S(=O)(=O)c2ccccc2)O1)NCc1ccc2c(c1)OCO2	56	·	-0.9	-9
COCC#Cc1ccc2c(c1)O[C@H](CN(C)C(=O)C1CC1)[C@@H](C)CN([C@@H](C)CO)S2(=O)=O	83	·	-0.3	-7
CC(C)NC(=O)N1[C@@H](C#N)[C@H](c2ccc(C#CC3CC3)cc2)[C@@H]1CO	104*	-9	7.2	-43
COc1ccc(-c2ccc([C@@H]3[C@@H](CO)N(C(=O)C4CCCC4)[C@H]3C#N)cc2)cc1	76	13	-1.2	-13
C[C@H](O)C#Cc1cnc2c(c1)C(=O)N([C@H](C)CO)C[C@@H](C)[C@@H](CN(C)C(=O)CN(C)C)O2	11	-3	1.3	11
O=C(c1cccc(F)c1)N1CCCCN2[C@H](C1)[C@@H](c1ccc(C#CC3(O)CCCC3)cc1)[C@@H]2CO	7	9	-0.7	6
COc1ccc(S(=O)(=O)Nc2ccc3c(c2)CC(=O)N([C@H](C)CO)C[C@@H](C)[C@H](CN(C)C(=O)Nc2ccc4c(c2)OCO4)O3)cc1	15	-4	1.4	-15
Cc1ccc(-c2ccccc2[C@@H]2[C@@H](C#N)N(C(=O)NC3CCCC3)[C@H]2CO)cc1	·	1	1.5	-42
Cc1ccc(S(=O)(=O)N(C)C[C@@H]2Oc3c(NS(=O)(=O)c4ccc(Cl)cc4)cccc3C(=O)N([C@H](C)CO)C[C@H]2C)cc1	14	-9	-1.0	23
CO[C@@H]1CN(C)C(=O)c2ccc(NC(=O)C3CC3)cc2OC[C@H](C)N(Cc2ccccc2)C[C@@H]1C	-4	·	0.0	-15
COc1ccc2c3c([nH]c2c1)[C@H](CO)N(S(C)(=O)=O)CC31CCN(CC2CC2)CC1	·	-2	0.2	-26
COc1ccc(NC(=O)N2CC3(C2)CN(C(C)=O)[C@@H](CO)c2[nH]c4cc(OC)ccc4c23)cc1	·	0	0.2	6
O=C(C1CCOCC1)N1CC2(C1)[C@H](c1ccccc1)[C@@H](CO)N2C(=O)CC1CC1	·	-7	-0.2	7
CCCNC(=O)C[C@@H]1CC[C@@H]2[C@H](COC[C@H](O)CN2C(=O)Nc2ccc(Cl)c(Cl)c2)O1	-26	-102*!	-1.2	0
Cc1ccc(S(=O)(=O)N(C)C[C@@H]2Oc3c(cccc3N(C)C)C(=O)N([C@H](C)CO)C[C@@H]2C)cc1	5	9	0.7	7
COc1ccc(S(=O)(=O)Nc2ccc3c(c2)C(=O)N([C@H](C)CO)C[C@H](C)[C@H](CN(C)C(=O)c2ccccc2)OCCCC[C@H](C)O3)cc1	51	8	3.8	12
C[C@@H]1CCCCO[C@@H](CN(C)C(=O)NC2CCCCC2)[C@H](C)CN([C@@H](C)CO)C(=O)c2cc(NC(=O)CCC(F)(F)F)ccc2O1	26	6	0.0	-17
C[C@@H]1CN([C@H](C)CO)C(=O)c2cc(NC(=O)Nc3ccc4c(c3)OCO4)ccc2O[C@H]1CN(C)Cc1ccc(Cl)c(Cl)c1	37	·	5.1	16
Cc1noc(C)c1NC(=O)N(C)C[C@@H]1Oc2c(NC(=O)C3CCCCC3)cccc2C(=O)N([C@@H](C)CO)C[C@@H]1C	22	-4	1.4	38
COCC#Cc1cnc2c(c1)C(=O)N([C@@H](C)CO)C[C@@H](C)[C@H](CN(C)C(=O)NC1CCCC1)O2	66	2	-0.1	-41
COCC(=O)Nc1ccc2c(c1)C(=O)N(C)C[C@H](OC)[C@@H](C)CN(Cc1cccc(F)c1)[C@H](C)CO2	14	·	0.4	-29
C[C@H]1CN([C@@H](C)CO)C(=O)CCCn2cc(nn2)CO[C@H]1CN(C)Cc1ccc(C(=O)Nc2ccccc2N)cc1	92	·	0.2	-38
